Screening data deposited in PubChem BioAssay by National Center for Advancing Translational Sciences (NCATS).
EPAC1 ag – activates human EPAC1 exchange factor. EPAC1 agonist qHTS, biochemical assay; response scale: 100% = response to 6.5 mM cAMP. Potency, µM (doses to about 154 µM), for the others: at the top dose activation, actives largely listed as activators. 360,000 tested, 0.073% active. AID 720707; note: potency is the fitted concentration of half-maximal effect; nearly all actives have a fitted effect of over 60% in size
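Nucleotide exchange by EPAC1 (100 nM) on Rap1B–BODIPY-GDP (250 nM) in the presence of 50 uM GDP is tracked fluorescently at 480/540 nm over 30 min. Signals are normalized to a 6.5 mM cAMP control.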
PLK1 PBD block – PLK1 (human) polo-box domain binding inhibition. Plk1 PBD binding of FITC phosphopeptide, fluorescence polarization. 360,000 tested, 2.8% active. P53350. Potency, µM, for inactives: max response, negative = inhibition, usual class: inhibitors. AID 720504; note: potency is the fitted concentration of half-maximal effect; series mostly up to about 57 µM; % is set by controls: 0 for no effect and ±100 for the full control effect; nearly all actives have a fitted effect of over 65% in size
IL2 activator – activates IL-2 in a cell-based reporter assay. IL-2 activation reporter assay, cell-based qHTS; stimulated with anti-CD3/CD4/CD28 beads; in transgenic mouse T cells. activation, % (series mostly up to about 46 µM). 360,000 tested, 0.065% active. AID 652025; in the data active = activation above about 50%; inconclusive = mostly about 30% to 49%; note: 0% is about no effect
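Using fluorescent plate cytometry, EGFP and DsRed are detected in transgenic mouse T cells stimulated 18 h at 37 degrees C with antibody-coated beads after 60 min compound pretreatment.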
CCT chaperon mod – modulators of cytosolic chaperonin (CCT/TRiC) activity. purified chaperonin ATPase assay, HTRF ADP detection, 30 min. activity change, % (concentration not given with the values), hits read low. 360,000 tested, 0.3% active. AID 651819; in the data active = activity change below about -30%; note: % is set by controls: 0 for no effect and ±100 for the full control effect
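Nucleotide hydrolysis assay: TRiC at 20–40 nM final (set by batch activity) with 10 uM ATP, 30 min at 37 °C, in presence of 76 uM compound. Detection by competitive ADP HTRF, 30 min ambient.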
WRN helicase inh – blocks human WRN helicase. Potency, µM (series often up to 114 µM), without a hit: at the highest dose activity change, negative = inhibition, hits mostly inhibitors. WRN helicase unwinding, fluorescent forked duplex, kinetic. 360,000 tested, 0.46% active. AID 651768. Q14191; note: potency is the fitted concentration of half-maximal effect; % is set by controls: 0 for no effect and ±100 for the full control effect; nearly all actives have a fitted effect of over 55% in size
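Kinetic red-fluorescence monitoring (525/598 nm) tracks WRN helicase activity after 100 nM fluorophore-quencher forked duplex and 2 mM ATP are added to 20 nM enzyme pretreated 15 min at room temperature with compound.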
EPAC1 antag – blocks human EPAC1 exchange factor. O95398. EPAC1 GEF assay, Rap1b-BODIPY-GDP exchange fluorescence. Potency, µM (top dose mostly 115 µM), for the others: at the highest dose activity change, negative = inhibition, usual class: inhibitors. 360,000 tested, 0.14% active. AID 720709;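 note: potency is the fitted concentration of half-maximal effect; plate controls were vehicle for no effect and positive control for full effect; nearly all actives have a fitted effect of over 50% in size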
PI5P4Ka inh – PI5P4K alpha (human) kinase inhibition. max response, %. 330,000 tested, 1.2% active. P48426. PI5P4Kalpha enzyme, ADP-Glo luminescence, 60 min; stronger effect = lower value; active = max response of -50% or lower; inconclusive = between -30% and -50%; inactive = -30% or higher; note: value at the top dose of about 77 µM; % is set by controls: 0 for no effect and ±100 for the full control effect
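Reactions run in 0.038 M HEPES pH 7.4, 0.28 mM EGTA, 0.1% CHAPS and 5% DMSO, with PI5P4Kalpha, substrate, compound and 5 microM ATP final, one hour at room temperature. Readout is ADP-Glo luminescence.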
EPAC2 ag – EPAC2 (human) agonism; Potency, µM (doses to about 154 µM), for inactives: at the top dose activation, most hits filed as activators; 360,000 tested, 0.079% active; Q8WZA2; EPAC2 activation, biochemical qHTS; response scale: 100% = 6.5 mM cAMP response; note: potency is the fitted concentration of half-maximal effect; nearly all actives have a fitted effect of over 50% in size
Target sequence (Q8WZA2 whole entry, looked up): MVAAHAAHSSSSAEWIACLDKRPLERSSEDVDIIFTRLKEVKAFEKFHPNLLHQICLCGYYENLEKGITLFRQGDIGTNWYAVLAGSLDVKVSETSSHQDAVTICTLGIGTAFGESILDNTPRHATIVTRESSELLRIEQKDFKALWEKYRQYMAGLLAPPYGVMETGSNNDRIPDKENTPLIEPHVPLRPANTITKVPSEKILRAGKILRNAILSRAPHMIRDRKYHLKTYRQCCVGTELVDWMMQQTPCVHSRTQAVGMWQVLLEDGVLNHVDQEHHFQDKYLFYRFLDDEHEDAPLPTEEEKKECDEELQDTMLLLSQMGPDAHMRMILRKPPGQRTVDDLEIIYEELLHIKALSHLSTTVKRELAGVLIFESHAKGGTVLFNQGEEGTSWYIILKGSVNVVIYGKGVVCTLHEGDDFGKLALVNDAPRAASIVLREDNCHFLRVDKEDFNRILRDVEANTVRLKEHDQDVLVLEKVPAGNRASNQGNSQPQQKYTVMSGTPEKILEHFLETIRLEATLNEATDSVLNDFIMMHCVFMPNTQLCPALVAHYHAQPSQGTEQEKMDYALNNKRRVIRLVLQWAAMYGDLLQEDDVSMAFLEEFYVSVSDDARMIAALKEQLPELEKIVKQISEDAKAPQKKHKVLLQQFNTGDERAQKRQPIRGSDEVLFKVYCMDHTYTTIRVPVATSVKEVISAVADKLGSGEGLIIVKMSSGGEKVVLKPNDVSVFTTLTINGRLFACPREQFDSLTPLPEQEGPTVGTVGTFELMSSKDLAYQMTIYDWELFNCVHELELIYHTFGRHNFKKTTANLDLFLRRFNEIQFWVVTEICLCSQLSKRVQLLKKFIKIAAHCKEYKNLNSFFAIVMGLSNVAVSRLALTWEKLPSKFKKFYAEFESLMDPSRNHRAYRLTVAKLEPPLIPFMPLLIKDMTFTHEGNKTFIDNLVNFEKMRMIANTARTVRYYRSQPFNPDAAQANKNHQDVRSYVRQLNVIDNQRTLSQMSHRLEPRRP
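Guanine nucleotide exchange by EPAC2 is measured as reduced fluorescence of BODIPY-GDP once it is released from 250 nM Rap1B. Plates are read kinetically for 30 min at room temperature; results are scaled to 6.5 mM cAMP.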
An asterisk follows results filed as active; u = inconclusive; x = not tested or not shown; [ ] = remark or other dose. Unless noted, calls come from the whole dose curve; as a rule, active = well fitted curve in the direction sought with a large enough effect; inconclusive = small, poorly fitted or top-dose-only effect, or another doubt; inactive = no such curve, though single readings can be large; an effect the other way counts as inactive or inconclusive. An excerpt; rates above refer to the full screens.

No.	structure	WRN helicase inh	EPAC1 ag	PLK1 PBD block	EPAC1 antag	PI5P4Ka inh	EPAC2 ag	IL2 activator	CCT chaperon mod
1	O=C(c1cccs1)N(Cc1ccco1)Cc1cc2ccccc2[nH]c1=O	0%	10%	27µM*	-3%	-28	8%	-2.5	-0.1
2	S=C(NNC(=S)Nc1ccccc1)Nc1ccccc1	-18%	-7%	u	5%	-20	-3%	-3.1	-2.0
3	CCOC(=O)C1CCN(C(=O)/C=C/c2ccccc2OC)CC1	-13%	-4%	-2%	1%	6	8%	-1.8	-2.6
4	CCOc1ccc(C2c3c(oc4ccccc4c3=O)C(=O)N2CCCN2CCOCC2)cc1 (configuration not stated)	6%	-2%	-19%	13%	-8	0%	1.1	1.8
5	CCOc1ccc(Br)cc1S(=O)(=O)Nc1cccc(S(=O)(=O)NC2=NCCC2)c1	-4%	-4%	-7%	-4%	-2	2%	-0.1	-1.3
6	CCOc1c(Cl)cc(CNCC(O)c2ccccc2)cc1OC (configuration not stated)	-4%	12%	-9%	-9%	5	9%	1.2	-1.7
7	COc1ccc(CC(=O)Nc2ccc(C(=O)Nc3nccs3)cc2)cc1OC	-11%	-15%	1%	-3%	3	-12%	-0.3	2.6
8	N#CC(c1ccc(Cl)nn1)c1ccccc1Cl (configuration not stated)	4%	1%	2%	-22%	0	2%	0.5	2.2

No.	structure	WRN helicase inh	EPAC1 ag	PLK1 PBD block	EPAC1 antag	PI5P4Ka inh	EPAC2 ag	IL2 activator	CCT chaperon mod
9	NS(=O)(=O)OCc1ccc(C(F)(F)F)cc1	-4%	-17%	5%	8%	0	-4%	-0.8	1.7
10	COc1ccc(CCN(C)C2CCCN(C(=O)CCSC)C2)cc1OC (configuration not stated)	-2%	-13%	-4%	9%	-2	3%	0.1	-0.1
11	O=C(N/C(=C/c1ccco1)C(=O)N1CCCCCC1)c1cccs1	-25%	8%	-10%	-14%	x	6%	-2.9	3.7
12	O=S(=O)(Nc1ccc(-c2ccc3nncn3n2)cc1)c1cc(F)ccc1F	-12%	4%	-1%	-12%	-16	7%	-2.3	-0.9
13	CC(=O)N1N=C(C)CC1c1ccc(OCc2ccccc2)cc1 (configuration not stated)	-5%	1%	-14%	0%	-10	25%	-2.1	-0.3
14	Nn1c(SCC(=O)N2CCOCC2)nnc1-c1cccnc1	-4%	15%	-2%	3%	1	20%	1.1	2.2
15	O=C(Nc1nccs1)c1cccnc1	2%	4%	-9%	8%	-5	-6%	0.1	0.7
16	C=CCn1c(SCC(=O)N2CCOCC2)nc2sc(C)c(C)c2c1=O	3%[57.1 µM]	4%	3%	-15%	1	4%	-0.8	1.3

No.	structure	WRN helicase inh	EPAC1 ag	PLK1 PBD block	EPAC1 antag	PI5P4Ka inh	EPAC2 ag	IL2 activator	CCT chaperon mod
17	COc1ccccc1N(Cc1ccccc1)S(=O)(=O)c1cccc(C(=O)Nc2ccc(C(C)=O)cc2)c1	-10%	2%	-2%	-17%	19	6%	-0.4	1.9
18	COC(=O)c1ccccc1NC(=O)c1c(O)c2c([nH]c1=O)CCCC2	3%	5%	-6%	6%	4	13%	0.1	-0.6
19	CCCc1nnc(SCC(=O)N2CCCC(C)C2)n1CCCOC (configuration not stated)	-4%	0%	-10%	9%	0	-2%	-1.0	0.8
20	Cn1c(SCC(=O)Nc2ccc(Cl)cc2F)nnc1-c1ccco1	-2%	8%	-3%	28%	0	9%	0.6	-0.9
21	COc1ccc(C2C(C#N)=C(C)NC3=C2C(=O)c2ccccc23)cc1 (configuration not stated)	-1%	-2%	-11%	14%	x	12%	-2.1	0.5
22	CCCCNC(=O)c1ccccc1NC(=O)c1ccc2c(c1)OCO2	7%	0%	-12%	-21%	0	21%	0.6	-1.6
23	Cc1ccc(S(=O)(=O)n2ccc(OC(=O)c3cccs3)n2)cc1	13%	-4%	-17%	u	0	14%	1.0	-4.2
24	CN1CCCC(OC(=O)c2cc(Br)ccc2Cl)C1 (configuration not stated)	-1%	4%	-9%	-1%	-5	5%	0.1	-1.3

No.	structure	WRN helicase inh	EPAC1 ag	PLK1 PBD block	EPAC1 antag	PI5P4Ka inh	EPAC2 ag	IL2 activator	CCT chaperon mod
25	Cc1cc(C)n(CCNS(=O)(=O)c2ccccc2)n1	4%	10%	-7%	13%	4	10%	0.4	0.8
26	Cc1nccn1CCc1nc(N)nc(N)n1	-4%	4%	-2%	-12%	x	12%	-0.3	-2.3
27	Cc1ccc(C)c(S(=O)(=O)C(C#N)c2nc3ccccc3nc2N2CCCC2)c1 (configuration not stated)	-5%	6%	-3%	2%	x	4%	0.1	1.9
28	CC(=O)Nc1nc(NC(=O)/C=C/c2ccccc2)n(-c2ccccc2)n1	-17%	0%	6%	-20%	-4	4%	-5.8	-4.3
29	O=C(CN1C(=O)C2CC=CCC2C1=O)NCC(=O)Nc1ccc(F)c(F)c1F (configuration not stated)	-6%	5%	-6%	-20%	-1	0%	-2.8	-1.1
30	C=C(Br)CN1[C@@H](Cc2ccccc2)[C@H](O)[C@@]23C=C[C@@H](C[C@@H]2S1(=O)=O)O3	-6%	7%	-9%	-5%	-2	1%	1.9	1.9
31	Cc1cc(NCCCn2ccnc2)n2nc(C)c(-c3ccccc3)c2n1	-5%	3%	-7%	1%	x	10%	-3.7	0.3
32	NC(=S)NC1CCS(=O)(=O)C1 (configuration not stated)	7%	-11%	4%	5%	35	-5%	0.3	0.2

No.	structure	WRN helicase inh	EPAC1 ag	PLK1 PBD block	EPAC1 antag	PI5P4Ka inh	EPAC2 ag	IL2 activator	CCT chaperon mod
33	CC(NC(=O)Nc1cccc([N+](=O)[O-])c1)(C(F)(F)F)C(F)(F)F	2%	-18%	-14%	-16%	9	-17%	-3.5	1.2
34	CC1=C(C(=O)N2CCCCCC2)CC(CC(=O)NC2CCCC2)C(=O)N1Cc1ccccc1 (configuration not stated)	7%	3%	5%	2%	-18	7%	0.8	0.0
35	CC(C)CN1CCN=C1Nc1ccccc1	8%	-15%	-9%	5%	-4	2%	-2.9	-1.7
36	CC1CCN(C(=O)C(NS(=O)(=O)c2cccc3nsnc23)C(C)C)CC1 (configuration not stated)	-2%	-1%	-12%	11%	6	6%	-0.3	-2.4
37	O=C(CC(C(=O)O)c1ccc(Cl)cc1)c1ccc(Cl)c(Cl)c1 (configuration not stated)	-2%[57.1 µM]	-1%	-4%	-2%	0	3%	-0.1	0.8
38	CC1CCN(CC(=O)Nc2nn(-c3ccccc3)nc2C(N)=O)CC1	-5%[57.1 µM]	-3%	2%	1%	1	-4%	0.1	2.0
39	COc1ccc(NC(=O)CSCC(=O)Nc2ccccc2N2CCCC2)cc1	u	0%	-22%	-25%	4	-3%	0.2	0.3
40	Cc1cc(C)cc(C(=O)Nc2ccc3[nH]c(=O)[nH]c3c2)c1	-6%	5%	4%	-8%	2	5%	-0.4	0.5

No.	structure	WRN helicase inh	EPAC1 ag	PLK1 PBD block	EPAC1 antag	PI5P4Ka inh	EPAC2 ag	IL2 activator	CCT chaperon mod
41	O=C(COc1ccccc1)NC(=S)N1CCc2ccccc21	-13%	2%	-9%	3%	-15	-1%	-0.2	-1.7
42	CC(OC(=O)c1cc2ccccc2[nH]1)C(=O)N(C)c1ccccc1 (configuration not stated)	3%	-3%	4%	22%	0	0%	0.3	-3.7
43	Cc1cc(C(=O)NNC(=O)c2ccc(C)c([N+](=O)[O-])c2)c(C)o1	1%	8%	0%	-8%	0	9%	0.4	-0.3
44	CN(CC(=O)NCC(c1ccco1)N1CCCCC1)S(=O)(=O)c1ccc(Cl)cc1 (configuration not stated)	-4%	4%	-17%	-6%	3	7%	-4.4	-2.6
45	O=C1Nc2ccc(Br)cc2/C1=C/C1CC=CCC1 (configuration not stated)	-20%	17%	-18%	-23%	6	4%	-2.0	-0.2
46	Nc1c(C(=O)CSc2nccn2-c2ccc(Cl)cc2)c(=O)[nH]c(=O)n1C1CC1	7%	1%	-21%	-5%	3	9%	0.6	-0.1
47	CSCCC(NS(=O)(=O)/C=C/c1ccccc1)C(=O)NCCc1ccc(S(N)(=O)=O)cc1 (configuration not stated)	-12%	4%	-13%	u	-18	3%	0.0	2.8
48	Cc1n[nH]c(C)c1S(=O)(=O)N1CCOCC1	4%	0%	-3%	0%	2	5%	0.3	-2.2

No.	structure	WRN helicase inh	EPAC1 ag	PLK1 PBD block	EPAC1 antag	PI5P4Ka inh	EPAC2 ag	IL2 activator	CCT chaperon mod
49	COc1ccccc1/C=N/Nc1cc(C)nc(N2CCOCC2)n1	2%	-7%	1%	1%	0	-5%	0.4	-1.6
50	Nc1c(-c2ccccc2)cnn1C1CCS(=O)(=O)C1 (configuration not stated)	12%	-5%	-2%	8%	-2	2%[15.6 µM]	2.3	0.7
51	Cc1nccc(-c2cccc(NC(=O)Nc3ccc(Cl)cc3)c2)n1	-4%	8%	2%	-5%	1	-3%	2.3	2.5
52	Cc1nc(SCC(=O)NCC2CCCO2)c2c3c(sc2n1)CCC3 (configuration not stated)	-11%	10%	-8%	-3%	8	1%	-1.9	-0.4
53	CCCOc1ccc(C2C(C#N)=C(N)Oc3nc[nH]c(=O)c32)cc1OC (configuration not stated)	-1%	-2%	-6%	19%	1	1%	-2.2	2.3
54	CC(CNC(=O)c1cc(COc2c(F)cccc2F)on1)c1ccccc1 (configuration not stated)	-5%	12%	-2%	2%	4	-7%	0.0	-2.1
55	N#Cc1c(N)[nH]c2ccc(Sc3ccccc3)cc12	-5%	19%	3%	-2%	16	12%	-3.5	-0.3
56	C[C@]12c3[nH]c4ccc(Cl)cc4c3CCN1C(=O)[C@@H](CC(=O)NCc1ccco1)C[C@@H]2C(=O)N1CCCCC1	-6%	-10%	0%	0%	-2	-8%	-1.0	-0.6

Three compounds already listed, arranged by formula weight, high to low.
No.	structure	WRN helicase inh	EPAC1 ag	PLK1 PBD block	EPAC1 antag	PI5P4Ka inh	EPAC2 ag	IL2 activator	CCT chaperon mod
52	Cc1nc(SCC(=O)NCC2CCCO2)c2c3c(sc2n1)CCC3 (configuration not stated)	-11%	10%	-8%	-3%	8	1%	-1.9	-0.4
53	CCCOc1ccc(C2C(C#N)=C(N)Oc3nc[nH]c(=O)c32)cc1OC (configuration not stated)	-1%	-2%	-6%	19%	1	1%	-2.2	2.3
50	Nc1c(-c2ccccc2)cnn1C1CCS(=O)(=O)C1 (configuration not stated)	12%	-5%	-2%	8%	-2	2%[15.6 µM]	2.3	0.7
